Mdm2 MdmX PPI = disrupts the human Mdm2-MdmX interaction. inhibition, % at 8 µM. O15151+Q00987. AID 485346. SaOS-2 split-luciferase Mdm2/MdmX complementation, luminescence. 3% of 330,000 active;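 active means inhibition of at least 50% at 8 µM in the primary screen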
tim23-1 inh = growth inhibitors of tim23-1 mutant yeast. inhibition, % at 20 µM. AID 463212. S. cerevisiae tim23-1 growth, BacTiter-Glo luminescence, 24 h. 1.3% of 330,000 active;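 active means growth inhibition of the mutant yeast at or above 50%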;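 further: temperature-sensitive mutant grown at 25 °C; plate controls were DMSO-treated mutant yeast for no effect and medium wells lacking yeast for full effect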
UPR CHOP act = apoptotic UPR (CHOP) activation | CHO-CHOP luciferase reporter, luminescence; percent of tunicamycin response over DMSO baseline | activation, % at 10 µM | 0.34% of 330,000 active | AID 449763;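 active means at 10 µM dose, activation of 40% or more, normalized to positive control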;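 further: 100% = tunicamycin at 10 µg/mL and 0% = DMSO alone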
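System: CHO-CHOP luciferase reporter cell line; amount: 500 cells/well; buffer or medium: F12 medium containing 10% fetal bovine serum; incubation: 6 h compound exposure at 37 °C after overnight seeding; measured by: luciferase luminescence after 10 min with Steady-Glo reagent; evaluation: % reporter activation, DMSO baseline versus tunicamycin full activation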
APJ ag = APJ receptor agonism; P35414; CHO-K1 APJ PathHunter beta-arrestin, luminescence; 0% DMSO wells, 100% apelin; activation, % at 20 µM; 0.11% of 330,000 active; AID 2520;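 active means activation more than six SD over the plate average, tested at 20 µM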;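 further: 0% = DMSO alone and 100% = apelin-13 at 10 nM; some results filed as inactive read as strong as hits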
Target sequence (P35414 whole entry, looked up): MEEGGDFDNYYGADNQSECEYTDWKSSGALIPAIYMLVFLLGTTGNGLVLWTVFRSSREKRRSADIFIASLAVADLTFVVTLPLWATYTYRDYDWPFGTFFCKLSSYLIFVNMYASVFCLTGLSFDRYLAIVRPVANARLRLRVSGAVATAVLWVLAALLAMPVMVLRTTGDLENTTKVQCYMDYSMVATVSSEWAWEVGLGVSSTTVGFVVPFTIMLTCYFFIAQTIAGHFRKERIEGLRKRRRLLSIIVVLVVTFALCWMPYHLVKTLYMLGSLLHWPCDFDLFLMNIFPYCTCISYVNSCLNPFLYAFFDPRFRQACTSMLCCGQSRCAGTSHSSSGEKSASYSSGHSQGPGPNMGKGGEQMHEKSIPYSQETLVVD
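Material: engineered CHO-K1 APJ arrestin reporter cells; amount: 1000 CHO-K1 reporter cells seeded per well; incubation: compound stimulation 90 min at 25 °C, detection 60 min; signal: luminescent beta-gal fragment complementation, chemiluminescent substrate; read-out basis: APJ agonist activity; controls: DMSO-only wells as negative, 10 nM Apelin-13 as positive control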
tim10-1 inh = growth inhibitors of tim10-1 mutant yeast; 2.2% of 330,000 active; S. cerevisiae tim10-1 ts strain growth, BacTiter-Glo, 24 h; inhibition, % at 20 µM;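 active means inhibition of at least 40%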;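 further: mutant grown at 25 °C; 0% = DMSO wells with yeast and 100% = wells holding no yeast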
GRIN3A LBD mod = NR3A (human) ligand-binding domain modulation; NR3A LBD differential scanning fluorimetry, Tm shift; 0% = protein alone, 100% = glycine-bound protein; Tm shift relative to glycine control, % at 25 µM; 2.5% of 340,000 active; AID 1259313;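 active means melting temperature shift of at least 10% of the positive control shift, at one fixed dose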
XBP1 UPR activ = activators of adaptive arm of unfolded protein response (XBP1); CHO-XBP1 luciferase reporter, IRE1-XBP1 UPR activation, luminescence; percent of tunicamycin response, DMSO as zero; activation, % at 20 µM; 0.33% of 330,000 active;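 active means versus positive control, 20 µM dose yields 30% or more activation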;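 further: 100% = tunicamycin at 10 µg/mL and 0% = DMSO only wells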
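Test system: CHO-XBP1 luciferase reporter cells | Buffer or medium: Serum-containing F12 medium, 10% FBS | Schedule: 6 h compound exposure at 37 °C, 5% CO2 | Detection: Steady-Glo luciferase glow luminescence, 10 min after reagent addition | Read-out basis: Activation, % of tunicamycin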
TIM10 inh = inhibits growth of TIM10 yeast strain; S. cerevisiae TIM10 strain growth, BacTiter-Glo luminescence, 24 h; inhibition, % at 10 µM; 1.4% of 330,000 active; AID 463195;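 active means inhibition of 40% or more at the single tested concentration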;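 further: wild-type TIM10 isogenic control strain grown at permissive 25 °C; 0% = DMSO yeast wells and 100% = minimal medium wells without yeast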
NLRP3 yeast inh = inhibitors of NALP3 inflammasome in yeast; AID 2825; inhibition, % at 10 µM; Yeast reconstituted NLRP3/ASC/caspase-1, beta-gal luminescence, 24 h; 0.39% of 330,000 active;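 active means inhibition of 50% or more; inactive means inhibition below 50%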;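 further: plate controls were induced DMSO wells for no effect and uninduced yeast grown without galactose for full effect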
An asterisk follows results filed as active.

SMILES	Mdm2 MdmX PPI	tim23-1 inh	UPR CHOP act	APJ ag	tim10-1 inh	GRIN3A LBD mod	XBP1 UPR activ	TIM10 inh	NLRP3 yeast inh
COc1ccc(N2CCN(C(CNS(=O)(=O)c3ccc(C)cc3)c3ccccc3)CC2)cc1 (centres undefined)	11	24	-1.5	-4	5	-1	-4	6	4
CCCN1CCN(CCCNC(=O)Cn2nc(-c3ccc(Cl)cc3)ccc2=O)CC1	-31	7	-1.4	-4	-1	3	-1	14	6
Cc1ccc(S(=O)(=O)N2CCOCC2)cc1NC(=O)CN1C(=O)NC2(CCCC2)C1=O	12	9	0.0	-6	7	1	2	0	6
Cc1ccc(C(=O)NC(C#N)=C(Cl)Cl)cc1	100*	69*	136*	-4	51*	-1	-5	45*	18
COc1ccc(CCNC(=O)C2CCN(C(=O)c3ccc(Cl)cc3)CC2)cc1	21	1	0.9	-4	6	-1	-2	-1	23
COc1ccc2c(c1)CC[C@@H]1[C@@H]2CC[C@]2(C)[C@@H](C(=O)O)C[C@@H]12	2	14	-0.6	-1	-4	1	4	-7	28
COc1ccc(C)cc1NC(=O)CSc1nnc(CC(=O)Nc2ccccc2F)n1C	18	3	1.2	-3	5	1	1	8	18
O=C(O)c1ccc(Oc2ccc(S(=O)(=O)c3ccc(C(=O)O)c(C(=O)O)c3)cc2)cc1	20	4	1.5	0	-11	-1	-4	0	14
CN(CC(=O)N1CCCC1)S(=O)(=O)c1cccc(Cl)c1	-6	4	1.0	1	-10	-1	1	7	-7
CCCCCCc1cc2cc(C(=O)Nc3ccccc3)c(=O)oc2cc1O	97*	2	14	11*	16	17*	7	4	-15
CCCC(C(=O)NC(C)(C)C)N(Cc1ccc(F)cc1)C(=O)c1snc(C(N)=O)c1N (centres undefined)	-21	32	-2.0	-1	10	1	-1	7	12
COc1ccc2[nH]c3c(=O)n(N)c(C)nc3c2c1	11	21	1.2	1	19	-2	1	4	8
OCCOc1cccc(CN2CCC(CO)(CCOc3ccccc3)CC2)c1	19	2	-1.7	-1	13	5	-2	9	-11
CCC(C)COC(c1ccccc1)(c1ccccc1)C(Oc1nc(C)cc(C)n1)C(=O)O (centres undefined)	-5	13	1.4	2	-7	0	-3	-2	12
CCN(CC(=O)NCc1ccc(Cl)cc1)C(=O)CSc1ccc(F)cc1	-7	16	0.3	-3	17	-2	-1	-12	17
CCCc1cc(=O)[nH]c(SCC(=O)OCc2ccccc2)n1	18	6	-2.4	-1	1	-6	-4	-14	-5
CC(=O)Nc1ccc(OCC(O)Cn2ccnc2)cc1 (centres undefined)	2	2	0.8	0	4	-1	2	3	20
Cc1n[nH]c(C)c1CCC(=O)N/N=C/c1c(C)[nH]c2ccccc12	17	10	-2.1	-3	2	1	-1	10	8
CCOC(=O)CC(=O)Nc1ncnc2c1C(c1ccccc1)c1c(ccc3ccccc13)O2 (centres undefined)	46	16	-0.3	-1	25	-12	-2	10	-4
CC(C)CCN1C(=O)c2ccc(C(=O)NCC3CCCO3)cc2C1=O (centres undefined)	-10	-1	0.6	-4	0	5	-3	-13	10
COc1ccccc1OCC(=O)Nc1nc(-c2ccc(S(=O)(=O)N3CCOCC3)cc2)cs1	-2	26	3.4	3	30	0	-6	12	6
O=C(Nc1cccnc1)Nc1ccc(Cl)cc1Cl	-12	-9	0.6	-2	22	-8	3	-2	6
COCCNC(=O)[C@@]1(C)C=C[C@@H](Cc2ccccc2)N1C(=O)c1ccccc1	-1	16	4.4	4	4	-4	1	10	10
CC(C)C(NS(=O)(=O)c1cc(C(=O)O)ccc1Cl)C(=O)O (centres undefined)	-13	2	0.9	-3	0	0	1	3	-3
Cn1c(N)nc2nc(CCc3ccccc3)c(=O)[nH]c2c1=O	19	-24	-0.5	-2	-10	-5	3	-12	5

Next part; the last 2 above are carried over.
SMILES	Mdm2 MdmX PPI	tim23-1 inh	UPR CHOP act	APJ ag	tim10-1 inh	GRIN3A LBD mod	XBP1 UPR activ	TIM10 inh	NLRP3 yeast inh
CC(C)C(NS(=O)(=O)c1cc(C(=O)O)ccc1Cl)C(=O)O (centres undefined)	-13	2	0.9	-3	0	0	1	3	-3
Cn1c(N)nc2nc(CCc3ccccc3)c(=O)[nH]c2c1=O	19	-24	-0.5	-2	-10	-5	3	-12	5
CC(NC(=O)Cc1ccc(NC2=NC3CS(=O)(=O)CC3S2)cc1)c1ccccc1 (centres undefined)	-13	-9	0.3	-1	-14	-2	3	-4	-3
CC1CCN(c2ncnc3nc[nH]c23)CC1	23	1	0.0	-3	8	3	0	-3	15
CCOc1ccc(S(=O)(=O)N(C)c2ccc(OCC(=O)NC3=NCCS3)cc2)cc1	19	31	1.0	0	11	0	-6	0	-5
COc1ccc(OC)c2c1sc(=NC(=O)C1CC1)n2C	15	45	-0.4	-3	9	0	1	11	26
Cc1ccnc(N2CCCC(C(=O)NCc3cccs3)C2)n1 (centres undefined)	20	20	-0.4	-2	24	-1	1	9	-11
Cn1cnnc1Sc1cc(N2CCN(S(=O)(=O)c3ccc4ccccc4c3)CC2)ccc1[N+](=O)[O-]	2	10	2.3	0	10	-17	7	19	26
Clc1nc(-c2ccccc2)cc(-c2ccccc2)n1	17	34	0.3	-2	43*	-8	0	25	22
O=C(CSc1nnc2scc(-c3ccccc3)n12)Nc1ccc2c(c1)OCCO2	-25	30	0.8	-5	19	-1	3	16	-4
O=S(=O)(Nc1ccc(Cl)nn1)c1ccccc1	8	7	-2.3	-3	13	-5	-3	10	2
CC(=O)Nc1cc(C(=O)OCC(=O)c2ccc(Cl)cc2Cl)ccc1C	-5	18	-3.2	-7	31	3	0	-7	5
COc1cc(C)c(-c2cc(C(=O)O)c(C)o2)cc1C(C)C	11	2	-2.8	-2	1	2	-6	2	18
CCCCNC(=O)COC(=O)CCC(=O)c1ccc(F)cc1	4	6	-1.7	2	20	3	0	-5	16
Cc1cc(/C=C2/SC(=S)N(c3cccc(Cl)c3)C2=O)c(C)n1-c1cccnc1	7	24	17	2	26	3	1	26	19
Cc1ccc(C)n1CCN1CCN(C(=O)CSc2nc3ccccc3nc2N2CCOCC2)CC1	21	-1	1.2	-2	6	-3	0	-3	1
CC(=O)N1CCc2c(sc(NC(=O)CCS(=O)(=O)c3ccc(C)cc3)c2C#N)C1	52*	-11	1.3	-5	4	1	-2	7	-1
COc1ccccc1N1CCN(C(=O)CSc2nc3ncnc(N)c3[nH]2)CC1	-1	-7	-3.0	-1	-31	-1	-3	-11	13
Cc1ccccc1C(=O)N1CCC(C(=O)N(CC(C)C)c2c(N)n(CC(C)C)c(=O)[nH]c2=O)CC1	18	-13	-0.4	-1	-7	0	-1	2	5
O=C(O)c1ccc(N=c2oc3cc(O)ccc3cc2C(=O)NCc2ccccc2)cc1	21	-7	0.1	-4	-7	-2	-6	-3	28
O=C(NCc1ccc(F)cc1)C(c1cccs1)N(C(=O)c1csnn1)C1CC1 (centres undefined)	15	0	1.7	-3	21	0	1	1	11
CCOc1ccc(OCC)c(NC(=O)CN(c2ccc(C)cc2)S(=O)(=O)c2c(C)noc2C)c1	34	11	4.8	-4	23	4	-2	34	-5
CN1C(=O)C2C(c3ccc(N(C)C)cc3)=NN(Cc3ccccc3)C2C1=O (centres undefined)	32	-6	-0.1	1	-17	1	1	-11	26
Cc1ccc(NC(=O)CSc2nc3c(c(=O)[nH]2)CCCC3)cc1C	4	-1	1.0	-7	0	-1	-5	5	4
CCCCCN1CSC(=S)N(Cc2ccccc2)C1	14	12	27	-3	8	6	0	5	11
CC(Oc1ccc(Cl)cc1Cl)C(=O)NNC(=O)c1ccncc1 (centres undefined)	4	12	1.6	1	10	7	-4	0	12
CCC(C(=O)NCCc1ccco1)n1nc(C)c2c(C)n(-c3ccccc3)nc2c1=O (centres undefined)	38	13	2.1	-4	22	-2	-2	4	9

Molecules listed so far containing a thiophene ring, fused or not (three):
SMILES	Mdm2 MdmX PPI	tim23-1 inh	UPR CHOP act	APJ ag	tim10-1 inh	GRIN3A LBD mod	XBP1 UPR activ	TIM10 inh	NLRP3 yeast inh
Cc1ccnc(N2CCCC(C(=O)NCc3cccs3)C2)n1 (centres undefined)	20	20	-0.4	-2	24	-1	1	9	-11
CC(=O)N1CCc2c(sc(NC(=O)CCS(=O)(=O)c3ccc(C)cc3)c2C#N)C1	52*	-11	1.3	-5	4	1	-2	7	-1
O=C(NCc1ccc(F)cc1)C(c1cccs1)N(C(=O)c1csnn1)C1CC1 (centres undefined)	15	0	1.7	-3	21	0	1	1	11

Remaining list, next part:
SMILES	Mdm2 MdmX PPI	tim23-1 inh	UPR CHOP act	APJ ag	tim10-1 inh	GRIN3A LBD mod	XBP1 UPR activ	TIM10 inh	NLRP3 yeast inh
CCOC(=O)c1cn(CC)c2c(ccc3ccccc32)c1=O	7	28	1.7	-5	21	1	0	-9	19
C=CCn1c2ccccc2c(=O)c2cc(C#CC3(O)CCCCC3)ccc21	-38	44	2.7	7	31	-5	7	3	7
O=C(NC1CCCCC1)c1cccc2c1C(=O)c1ccc(-c3ccc(OC(F)(F)F)cc3)cc1S2(=O)=O	71*	-16	28	-2	-9	1	75*	-6	18
CCn1c(SCC(=O)NNC(=O)Cc2ccccc2)nnc1-c1ccncc1	-16	4	2.0	-2	0	-1	-2	4	-7
Clc1ccc(-c2ccc(CN3CCCCC3)o2)cc1	0	12	2.0	-1	4	0	2	-2	-20
CCN(CC)c1ccc(/C=N/NC(=O)c2cccc(S(=O)(=O)Nc3ccccc3OC)c2)c(O)c1	77*	-10	-1.1	1	16	14*	0	9	36
N#C/C(=N\Nc1ccc(Cl)cc1)C(=O)c1ccccc1	84*	22	3.7	3	28	7	0	-10	55*
COc1ccccc1NC(=O)CN(c1ccccc1)S(=O)(=O)c1ccccc1	19	32	0.5	-4	13	2	-2	2	27
COc1cc(C(=O)Nc2ccc3c(c2)OCCO3)c(-n2cnnn2)cc1OC	25	1	-1.9	0	6	-3	-1	-23	8
O=C1CN(C(=O)c2ccc(Cl)c(S(=O)(=O)N3CCc4ccccc43)c2)c2ccccc2N1	86*	22	-0.7	-2	9	-1	-3	21	11
O=C1OCC2=C1C(c1ccccc1)CC(=O)N2c1cccc(F)c1 (centres undefined)	-3	24	0.1	-2	25	-2	1	1	2
O=C1CCCC2=C1Sc1ccc(Cl)cc1N2	26	16	-1.2	10	17	-1	-1	13	17
Cc1cccc(C)c1NC(=O)COC(=O)C1Cc2ccccc2CN1C(=O)c1ccccc1 (centres undefined)	-16	16	2.7	-2	13	-8	-3	18	5
CCc1ccc2c(CN3CCN(S(=O)(=O)c4ccc5c(c4)OCCO5)CC3)cc(=O)oc2c1	11	14	-0.8	0	32	-2	1	23	10
NC(=O)COC(=O)C1CSC2(c3ccc(F)cc3)CCC(=O)N12 (centres undefined)	10	-9	-0.1	-2	12	-1	1	-18	25
CCOc1ccccc1NC(=O)c1ccc(S(=O)(=O)N(C)C)cc1	-2	14	0.4	-2	7	2	-4	-7	17
O=C(COC(=O)c1cccc2ccccc12)NCCCc1ccccc1	11	5	-0.4	-3	7	-14	-3	12	22
CN(c1ccc(C(=O)Nc2ccc(Cl)cn2)cc1)S(=O)(=O)c1ccccc1	26	25	-0.7	-2	-17	-1	0	-7	35
CC(=O)OCC1OC(OC(C)=O)C(NC(=O)c2cccnc2)C(OC(C)=O)C1OC(C)=O (centres undefined)	-11	3	3.5	1	6	-2	1	-11	6

Bioassay records deposited in PubChem by Sanford-Burnham Center for Chemical Genomics.
